CHRM1 PAM – human CHRM1 positive allosteric modulation | CHO-K1 hM1, Fluo-8 calcium fluorescence, ACh EC20; 0% = ACh EC20, 100% = maximal ACh | activation, % at 3 µM | P11229 | AID 588819 | hit rate 0.088% among 360,000; in the data active means activation above about 19%, passing the limit was not always enough
CRFBP-R2 block – blocks CRF-induced signaling of the CRF-BP/CRF-R2 complex. hit rate 0.59% among 350,000. AID 588475. HEK293 CRF-R2/CRF-BP, CRF-induced calcium fluorescence. inhibition, % at 11.8 µM;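 active means inhibition of the ligand-induced calcium signal above about 50% at the single tested concentration, limit read from the data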
M4 ag – CHRM4 agonism in calcium assay. CHO-K1 hM4/Gqi5, Fluo-8 calcium fluorescence; vehicle 0%, full acetylcholine response 100%. activation, % at 3 µM. hit rate 0.14% among 360,000. AID 624127;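 active means activation above the run mean over all test wells plus 3 SD, cut at about 32% in these data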;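 further: peak over basal fluorescence ratio per well then scaled between controls; 0% = DMSO wells and 100% = acetylcholine at EC100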
Target sequence (P08173 whole entry, looked up): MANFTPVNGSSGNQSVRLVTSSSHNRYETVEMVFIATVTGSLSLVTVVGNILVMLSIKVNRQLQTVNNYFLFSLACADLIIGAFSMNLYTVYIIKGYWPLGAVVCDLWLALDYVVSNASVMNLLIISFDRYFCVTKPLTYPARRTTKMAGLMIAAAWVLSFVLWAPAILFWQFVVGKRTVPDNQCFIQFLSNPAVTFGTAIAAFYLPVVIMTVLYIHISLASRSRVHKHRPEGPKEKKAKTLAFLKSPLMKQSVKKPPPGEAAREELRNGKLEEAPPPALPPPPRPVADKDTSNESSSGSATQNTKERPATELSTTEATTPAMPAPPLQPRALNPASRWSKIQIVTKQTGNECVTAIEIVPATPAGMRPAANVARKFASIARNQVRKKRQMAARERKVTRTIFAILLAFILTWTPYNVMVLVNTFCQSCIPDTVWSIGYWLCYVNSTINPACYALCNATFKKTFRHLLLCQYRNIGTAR
M5 PAM – positive allosteric modulators of human muscarinic M5 receptor; P08912; CHO-K1 hM5, Fluo-8 calcium, ACh EC20 PAM; 0% = ACh EC20, 100% = ACh EC100; activation, % at 3 µM; hit rate 0.3% among 360,000;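 active means activation above the run cutoff, the mean activation of all test compounds plus 3 SD, cut at about 18% in these data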
Target sequence (P08912 whole entry, looked up): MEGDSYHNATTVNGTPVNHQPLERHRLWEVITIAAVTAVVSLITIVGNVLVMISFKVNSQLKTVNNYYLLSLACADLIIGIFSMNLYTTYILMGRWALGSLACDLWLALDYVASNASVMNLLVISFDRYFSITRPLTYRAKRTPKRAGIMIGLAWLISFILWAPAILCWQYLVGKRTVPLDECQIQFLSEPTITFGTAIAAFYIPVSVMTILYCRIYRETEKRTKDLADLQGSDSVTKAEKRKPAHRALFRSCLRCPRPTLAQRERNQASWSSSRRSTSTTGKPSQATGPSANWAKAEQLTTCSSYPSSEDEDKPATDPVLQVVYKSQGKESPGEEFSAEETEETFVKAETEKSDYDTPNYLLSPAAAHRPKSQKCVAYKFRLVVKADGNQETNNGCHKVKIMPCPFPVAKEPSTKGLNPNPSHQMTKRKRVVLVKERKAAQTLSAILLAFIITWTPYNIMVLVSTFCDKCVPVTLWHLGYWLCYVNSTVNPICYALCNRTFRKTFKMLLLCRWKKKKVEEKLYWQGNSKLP
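Assay system: CHO-K1 hM5 cells. Also added: acetylcholine at EC20 concentration, added after compound. Dosing: 3 µM, single dose. Times: compound preincubation 140 s before EC20 acetylcholine addition. Signal: Fluo-8 calcium fluorescence. Measure: % activation relative to EC20 and EC100 ACh responses. Repeats: singlicate, one well per test compound.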
M4 PAM – positive allosteric modulators of human muscarinic M4 receptor; CHO-K1 hM4/Gqi5, Fluo-8 calcium fluorescence, ACh EC20; 0% = ACh EC20, 100% = maximal ACh; P08173; activation, % at 3 µM; hit rate 0.4% among 360,000; AID 624126;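 active means activation above its plate's cutoff, the mean activation of sample wells plus 3 SD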; further: some results filed as inactive read as strong as hits
CRFR2-BP ag – agonists of human CRF-binding protein/CRF-R2 receptor complex; HEK293 CRF-R2/CRF-BP, calcium dye fluorescence (FLIPR); percent of saturating CRF peptide response; activation, % at 13.2 µM; hit rate 0.46% among 350,000;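 active means activation of at least 50%, plus an integration ratio under a set limit after plate pattern correction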;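 further: plate controls were neutral control wells without compound for no effect and CRF at EC100 for full effect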
M4 antag – blocks acetylcholine activation of human M4 receptor. AID 624125. inhibition, % at 3 µM. hit rate 0.73% among 360,000. CHO-hM4 cells, ACh EC80, Fluo-8 calcium fluorescence. P08173;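 active means inhibition above its plate's cutoff, the mean inhibition of sample wells plus 3 SD, cut at about 27% in these data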;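 further: 0% = acetylcholine EC80 with DMSO and 100% = DMSO without agonist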
M5 ag – agonists of human muscarinic M5 receptor (CHRM5); CHO-K1 hM5 cells, Fluo-8 calcium fluorescence; 0% DMSO wells, 100% maximal acetylcholine response; AID 624037; activation, % at 3 µM; P08912; hit rate 0.19% among 360,000;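 active means activation above the run's mean over test compounds plus 3 SD, cut at about 23% in these data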;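 further: signal is peak over basal fluorescence ratio across the kinetic read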
M5 antag – CHRM5 antagonism in calcium assay | P08912 | inhibition, % at 3 µM | AID 624040 | CHO-hM5 cells, Fluo-8 calcium fluorescence, ACh EC80 | hit rate 0.59% among 360,000;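 active means inhibition above a per-plate cutoff, the mean of that plate's test compounds plus 3 SD, cut at about 27% in these data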;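 further: 0% = acetylcholine EC80 with DMSO and 100% = DMSO without agonist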
* marks the source's active call; other numbers are inactive results; x = not tested or not shown.

The line under a structure holds: CHRM1 PAM, CRFBP-R2 block, M4 ag, M5 PAM, M4 PAM, CRFR2-BP ag, M4 antag, M5 ag, M5 antag
> O=C(CCN1C(=O)C2C3C=CC(C3)C2C1=O)N1CCN(c2ccc(F)cc2)CC1 (configuration not stated)
 : 9, 7, 2, -3, -2, 0.8, -1, 0, -5
> O=C(O)c1oc2ccccc2c1CSc1ccccn1
 : -3, 0, 0, -1, -7, -1.5, 14, 0, 1
> COc1ccc(C(=O)NCC(=O)c2ccccc2)cc1
 : 25, 5, 1, 3, 6, -0.6, -13, 5, -2
> Cc1cccc(N2CCN(C(=O)CCC(=O)N3CCOc4ccc(Cl)cc43)CC2C)c1 (configuration not stated)
 : -9, 18, 18, -12, -11, 11, 4, -1, 6
> COc1ccc(-c2c(N)cnc(C(=O)O)c2C)c(OCc2ccccc2)c1OC
 : 10, -32, 0, -2, -1, -0.4, -10, 1, 2
> CCOc1ccc(NC(=O)COC(=O)C2COc3ccccc3O2)cc1 (configuration not stated)
 : -2, 22, 1, -5, -3, 0.4, -10, -2, -2
> CSC1=N/C(=C\c2c(F)cccc2Cl)C(=O)S1
 : 1, 2, 1, 6, 4, -0.1, -5, 0, -8
> CCOC(=O)CSCC(=O)Nc1c(C(=O)C2CC2)oc2ccccc12
 : 4, -2, 1, -5, 4, -0.5, -13, -2, 2
> CCN(CC)C(=O)c1[nH]cnc1C(=O)NCC(=O)OC(C)(C)C
 : 20, 0, 1, 2, 8, 0.2, -11, 3, 3
> COc1ccc2[nH]c3nc(SCc4nnc(-c5ccc(C)cc5)o4)nnc3c2c1
 : 6, 3, 1, 3, 7, -1.4, 3, -2, -3
> Cc1ccc(NC(=O)Nc2ccc3c(c2)OCO3)nc1
 : 10, -16, 2, 5, 5, -2.5, 1, 1, -3
> O=C(Oc1ccc(-c2nc(-c3ccccn3)no2)cc1)c1ccccc1
 : -3, -10, 1, 2, -3, 2.8, -1, -2, -2
> Cc1cc(Nc2ccccc2)nn1C(=O)c1ccccc1
 : -3, -4, 3, -3, -1, 1.7, -4, -3, -2
> COc1ccc(/C=N\NC(=O)c2cccc(F)c2)cc1COc1ccccc1
 : 3, 0, 3, -3, -23, 3.4, -8, -5, 5
> COc1ccc(Cl)cc1-c1nc(-c2ccc(Br)o2)no1
 : 6, -7, 0, -5, 1, -0.4, -3, 1, 0
> Cc1ccc([N+](=O)[O-])cc1N(CC(=O)NC1CCCC1)S(C)(=O)=O
 : 9, 8, 2, 2, 3, -0.9, 2, -3, 7
> O=C(Nc1nnc(Cc2ccccc2)s1)Nc1ccccc1F
 : -9, -11, 1, -3, -5, -0.2, 3, 1, 3
> CC1CC(C)(C)CC2(C1)NC(=O)N(CC(=O)N1CCN(S(=O)(=O)c3cccc(Cl)c3Cl)CC1)C2=O (configuration not stated)
 : -20, 1, 3, -10, -8, -0.6, 11, -9, 0
> CCOC(=O)C1CCN(C(=O)CNS(=O)(=O)c2cccs2)CC1
 : 11, 5, 0, -1, 0, -1.8, 17, 1, -3
> CC1Oc2ccccc2OC1C(=O)Nc1nccs1 (configuration not stated)
 : 7, 2, 2, -4, 0, 0.6, -2, -4, 12
> COC(=O)c1ccc(NC(=O)c2cccc(OC)c2)cc1
 : 8, 5, 3, -11, 2, -1.2, -6, -9, -10
> O=C(CNC(=S)NC(=O)c1ccc(F)cc1)c1ccccc1
 : 2, 17, 0, -1, 7, -1.1, 5, -3, 0
> Cc1cccc(S(=O)(=O)NC(=O)C2(C)CCN2C(=O)Cc2ccc(Cl)cc2Cl)c1 (configuration not stated)
 : 2, x, 0, -4, 3, x, -7, -1, 4
> N#Cc1c(SCC(N)=O)nsc1SCc1ccc(Cl)cc1
 : -1, 21, 12, -14, -17, -2.7, -18, -1, 6
> Cc1ccc(CNS(=O)(=O)c2c(C(=O)N3CCCCC3)c(C)n(C)c2C)o1
 : -12, 17, 0, -6, 0, -0.2, 2, -3, 19
> COc1cc(C(=O)Oc2ccc3ccc(O)cc3c2)cc(OC)c1OC
 : 10, 8, 2, -4, -6, -1.2, 2, -5, 7
> CC(C)CC1(C)NC(=O)N(CC(=O)NC(=O)Nc2ccc3c(c2)OCCO3)C1=O (configuration not stated)
 : -3, -10, 1, -2, 0, 2.4, 1, -1, 3
> O=C(NC1CCCC1)C(c1ccc(F)cc1)N(C(=O)Cc1cccs1)c1ccc2c(c1)OCCO2 (configuration not stated)
 : 6, 9, 0, 4, 5, -3.0, -4, 2, 5
> CC(=O)Nc1ccc(S(=O)(=O)N2CCC(N3CCCCC3)CC2)cc1
 : 0, -5, 1, 5, 2, 2.8, -7, -3, 4
> CC(C)n1c2ccccc2c2nc3ccccc3nc21
 : 4, -23, -2, 15, 4, 1.6, -9, -1, -17
> O=C(CCCCCCCCN1C(=O)c2ccccc2C1=O)N1CCOCC1
 : 11, -4, 5, -6, -8, 0.0, 0, -1, 9
> COc1ccccc1C(=O)NNC(=O)C(=O)NC(C)(C)C
 : 5, -12, 0, 8, 1, 0.9, -1, 5, -6
> COC(=O)[C@@]1(Cc2ccc(F)cc2)[C@H]2c3cc(C(=O)N4CCCC4)n(CCF)c3C[C@H]2CN1C(=O)c1ccccc1
 : x, x, 2, 4, -3, x, 6, 5, -1
> CCc1nnc(NC(=O)c2nc3nc(C)cc(C)n3n2)s1
 : 11, 0, 0, 5, 9, -1.5, 14, -1, -6
> COc1ccccc1NS(=O)(=O)c1cc(C(=O)N2CCCC2)ccc1F
 : 6, 79*, 2, -4, 2, -0.6, 0, 5, 9
> Cn1c2c(c3ccccc31)CCSC2=O
 : 11, -1, -2, 0, 5, 2.1, 9, -4, -2
> Cc1cc(S(=O)(=O)N2CCOCC2)ccc1OCC(=O)N1CCC(C(N)=O)CC1
 : 2, -3, 0, -10, -3, 0.2, 3, -3, 20
> O=C(NCCCN1CCOCC1)c1ccc(-n2nc(C(F)(F)F)cc2-c2cccs2)cc1
 : -2, -17, 3, 2, -3, 1.8, 2, -2, -2
> CCOC(=O)C1=CN(Cc2cccc(F)c2)S(=O)(=O)N(CC)C1c1ccccc1 (configuration not stated)
 : -5, 1, 0, -2, -1, 3.6, -20, -2, -13
> Cc1ccc(C)c(OCC(=O)Nc2nc3ccc([N+](=O)[O-])cc3s2)c1
 : -2, 11, 0, -3, -6, 0.7, 12, 0, 3
> CCN1CCN(CCCNC(=O)CCC(=O)N2CCOc3ccccc32)CC1
 : 9, -44, 0, -3, 10, 4.1, -27, -2, 2
> Cc1onc(-c2ccccc2)c1C(=O)N1CCC(C)CC1
 : -1, 5, 0, -1, 0, -1.9, -2, -11, -3
> O=C(O)C1C2C=CC3(CN(c4cccc(C(F)(F)F)c4)C(=O)C13)O2 (configuration not stated)
 : -2, 15, 1, 0, 3, -2.9, -3, -1, -1
> COc1ccc(NC(=O)C2CCCC2)cc1
 : -6, 7, 1, -1, -5, -0.9, 8, -3, 8
> CC(=O)c1cccc(N2C(=NC(=O)C(C)C)SC3CS(=O)(=O)CC32)c1 (configuration not stated)
 : 5, -8, 1, -11, -1, -0.1, -5, -6, -3
> COc1cc(/C=C/C(=O)OCc2csc(CC(=O)Nc3ccc(C)cc3)n2)ccc1OCC#N
 : 14, -4, 12, -13, -2, 2.9, -5, -1, 3
> O=C(Cc1ccccc1)Nc1cccc(S(=O)(=O)N2CCCCCC2)c1
 : 0, 10, 7, -7, -2, -0.6, -7, 3, 13
> CC(=O)N1CCSc2ccc(S(=O)(=O)NCc3ccccc3)cc21
 : -3, -13, 7, -4, -1, 1.3, -12, 5, 2
> C=CCN(C(=O)c1csnn1)C(C(=O)NCc1ccccc1)c1ccccc1F (configuration not stated)
 : 17, 8, 13, -5, -4, 0.7, -21, -1, 11
> COc1ccc(-c2nnc(SCC(=O)NCC3CCCO3)o2)cc1 (configuration not stated)
 : 5, 13, 0, 3, -1, -0.6, 3, -5, 8
> CS(=O)(=O)Nc1ccc(S(=O)(=O)N2CCCC2)cc1
 : 1, -2, 2, 0, 5, 0.1, -14, -6, 5
> COc1cccc(CN2CCC(C(=O)N3CCN(c4ccccc4F)CC3)CC2)c1
 : 7, 12, 2, 4, -2, 0.4, 1, -3, -5
> CCCC(C)C(=O)Nc1nc(C)c(-c2csc(Nc3ccc(Cl)cc3)n2)s1 (configuration not stated)
 : 2, -17, 1, -1, 0, -0.2, 3, -3, 15
> CC1(c2nnc(-c3ccncc3)o2)CC(c2ccc(F)cc2)=NO1 (configuration not stated)
 : 8, 15, 5, -3, 16, 4.9, -2, 9, 3
> CCOC(=O)C1=C(CNC(C)(C)CC(C)(C)C)NC(=O)NC1c1cccc([N+](=O)[O-])c1 (configuration not stated)
 : 7, -7, 3, 7, 2, -0.5, -6, 1, -2
> Cc1ccc(S(=O)(=O)NCCC(=O)N2CCC(Cc3ccccc3)CC2)cc1
 : 4, -1, 5, -4, -4, 1.4, 8, 0, 4
> Cc1cc(F)ccc1NS(=O)(=O)c1c(C(=O)N2CCOCC2)c(C)n(C)c1C
 : 4, 4, 1, 1, 9, 1.1, -12, -4, 2
> O=C(CSc1nnc(-c2ccccc2Cl)o1)N1CCCCC1
 : -2, 20, 1, -2, 1, -1.6, -2, 0, 0
> CCOc1ccccc1NC(=O)COC(=O)c1cc(C(=O)OC)cc([N+](=O)[O-])c1
 : 7, 2, 0, -2, 7, -0.9, -8, -1, -2
> C=CC[C@@H](CC(=O)OC(C)(C)C)C(=O)OC[C@H]1CCCN1C(=O)[C@@H](CC=C)CC(=O)N(CCO)Cc1ccccc1
 : 12, 6, 7, -3, -3, 2.4, 0, -2, 9

Two of these compounds in a different format:
Cc1cccc(N2CCN(C(=O)CCC(=O)N3CCOc4ccc(Cl)cc43)CC2C)c1 (configuration not stated)
  CHRM1 PAM = -9
  CRFBP-R2 block = 18
  M4 ag = 18
  M5 PAM = -12
  M4 PAM = -11
  CRFR2-BP ag = 11
  M4 antag = 4
  M5 ag = -1
  M5 antag = 6

COc1ccc(-c2c(N)cnc(C(=O)O)c2C)c(OCc2ccccc2)c1OC
  CHRM1 PAM = 10
  CRFBP-R2 block = -32
  M4 ag = 0
  M5 PAM = -2
  M4 PAM = -1
  CRFR2-BP ag = -0.4
  M4 antag = -10
  M5 ag = 1
  M5 antag = 2

Next section.
The line under a structure holds: CHRM1 PAM, CRFBP-R2 block, M4 ag, M5 PAM, M4 PAM, CRFR2-BP ag, M4 antag, M5 ag, M5 antag
> O=C(NNc1ccc([N+](=O)[O-])cc1)C12CC3CC(CC(C3)C1)C2
 : 1, -40, 1, -7, 9, 4.4, -7, -1, 1
> O=S(=O)(c1cccc2cccnc12)N1CCN(Cc2ccc3c(c2)OCO3)CC1
 : 3, 4, 3, -3, 18, -0.6, -22, -4, -5
> CCN=C1NN=C(c2ccc(C)cc2)CS1
 : 7, 12, -1, 1, -3, 0.0, 0, -1, -2
> COc1cc(OC)c(OC)cc1CCC(C)NC(=O)Cc1ccccc1 (configuration not stated)
 : 12, -9, 2, 6, 0, -1.2, -11, -1, -1
> O=C(NCc1ccco1)C(C(=O)c1ccc(F)cc1)n1ccccc1=O (configuration not stated)
 : 5, 12, 0, -1, 0, 0.8, 5, 2, 7

3 entries already listed, arranged by SMILES length, low to high.
The line under a structure holds: CHRM1 PAM, CRFBP-R2 block, M4 ag, M5 PAM, M4 PAM, CRFR2-BP ag, M4 antag, M5 ag, M5 antag
> CCN=C1NN=C(c2ccc(C)cc2)CS1
 : 7, 12, -1, 1, -3, 0.0, 0, -1, -2
> COc1cc(OC)c(OC)cc1CCC(C)NC(=O)Cc1ccccc1 (configuration not stated)
 : 12, -9, 2, 6, 0, -1.2, -11, -1, -1
> O=C(NCc1ccco1)C(C(=O)c1ccc(F)cc1)n1ccccc1=O (configuration not stated)
 : 5, 12, 0, -1, 0, 0.8, 5, 2, 7
